Assay outcomes from PubChem.
POLI inh: qHTS for Inhibitors of Polymerase Iota | Pol iota fluorescent replication assay, 10 min | Potency, µM (titrated, usually from 115 µM), for inactives: top-dose activity, negative = inhibition, actives largely listed as inhibitors | 390,000 tested, 1% active | DNA polymerase iota (Homo sapiens), Q9UNA4; also: potency is read from the fitted curve at half-maximal effect
Target sequence (Q9UNA4 whole entry, looked up): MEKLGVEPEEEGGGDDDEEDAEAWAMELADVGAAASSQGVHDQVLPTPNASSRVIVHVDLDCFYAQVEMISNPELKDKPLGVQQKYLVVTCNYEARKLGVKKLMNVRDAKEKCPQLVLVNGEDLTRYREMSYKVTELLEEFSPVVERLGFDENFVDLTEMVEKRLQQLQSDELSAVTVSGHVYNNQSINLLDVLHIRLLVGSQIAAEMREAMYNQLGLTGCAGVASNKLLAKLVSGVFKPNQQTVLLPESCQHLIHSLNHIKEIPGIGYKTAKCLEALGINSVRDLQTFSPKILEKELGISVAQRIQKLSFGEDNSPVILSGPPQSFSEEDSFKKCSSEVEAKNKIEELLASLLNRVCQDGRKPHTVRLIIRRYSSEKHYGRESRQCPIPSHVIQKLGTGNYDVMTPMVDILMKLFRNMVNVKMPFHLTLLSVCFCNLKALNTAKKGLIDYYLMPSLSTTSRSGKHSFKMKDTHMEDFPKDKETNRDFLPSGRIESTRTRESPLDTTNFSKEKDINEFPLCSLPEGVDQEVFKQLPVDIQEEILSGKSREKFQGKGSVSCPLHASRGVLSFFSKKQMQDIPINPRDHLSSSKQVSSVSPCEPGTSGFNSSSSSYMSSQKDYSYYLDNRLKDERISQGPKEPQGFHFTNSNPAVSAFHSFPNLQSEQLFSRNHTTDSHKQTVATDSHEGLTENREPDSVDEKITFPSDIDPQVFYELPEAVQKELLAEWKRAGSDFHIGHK
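Pol iota at 10 nM preincubated 15 min with compounds at room temperature; reaction started with fluorescent substrate, 50 nM final. Fluorescence read kinetically at 0 and 10 min; buffer-only wells as negative control.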
POLB inh: qHTS Assay for Inhibitors of DNA Polymerase Beta. P06746. Pol beta primer extension/strand displacement, fluorescence kinetic. Potency, µM (titrated, usually from 114 µM), inactives show at the highest dose activity change, negative = inhibition, actives largely listed as inhibitors. 340,000 tested, 1.3% active. AID 485314, 2010; also: potency is read from the fitted curve at half-maximal effect; % is scaled to controls: 0 for no effect and ±100 for the full control effect
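Curves were derived by four-parameter Hill fits of normalized qHTS data. The kinetic fluorescent primer-extension read was taken at 0 and 10 min after 50 nM substrate, following a 15 min room-temperature preincubation of 10 nM enzyme with compounds.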
POLK inh: qHTS for Inhibitors of Polymerase Kappa; DNA polymerase kappa (Homo sapiens), Q9UBT6; purified Pol kappa, fluorescent DNA synthesis assay, 10 min; Potency, µM (series often up to 107 µM), for inactives: top-dose activity, negative = inhibition, most hits filed as inhibitors; 400,000 tested, 0.53% active; AID 588579, 2011; also: potency is read from the fitted curve at half-maximal effect; % is scaled to controls: 0 for no effect and ±100 for the full control effect
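Kinetic fluorescence readout at 0 and 10 min followed reaction start with substrate at 50 nM final. Beforehand, enzyme (10 nM Pol kappa) stood 15 min with compound at room temperature; buffer-only wells were negative controls.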
Apoferritin bind: qHTS Assay for Identification of Novel General Anesthetics; 350,000 tested, 0.074% active; Ferritin light chain (Equus caballus), P02791; apoferritin/1-aminoanthracene competitive binding, fluorescence; Potency, µM (series often up to 77.5 µM), for the others: at the top dose activity change, negative = displacement, usual class: inhibitors; also: potency is read from the fitted curve at half-maximal effect; % is scaled to controls: 0 for no effect and ±100 for the full control effect; nearly all actives have a fitted effect of over 20% in size
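Probe: 1-aminoanthracene (50% saturated, PBS). Protein: horse-spleen apoferritin, 10 uM. Incubation: 10 min, room temperature. Detection: 380 nm excitation, 535 nm emission. Analysis: normalized response, four-parameter Hill.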
PGK inhibitor: qHTS Assay to Find Inhibitors of Phosphoglycerate Kinase; Phosphoglycerate kinase, glycosomal (Trypanosoma brucei brucei), P07378; 380,000 tested, 0.043% active; Potency, µM (doses to about 57.5 µM), for the others: at the highest dose activity change, negative = inhibition, most hits filed as inhibitors; PGK/GAPDH coupled, Kinase-Glo luminescence, 60 min; also: potency is read from the fitted curve at half-maximal effect; % is scaled to controls: 0 for no effect and ±100 for the full control effect; nearly all actives have a fitted effect of over 60% in size
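Luminescent ATP detection (Kinase-Glo Plus) follows a 60-minute room-temperature incubation, with wells lacking PGK as controls. Buffer: 100 mM TEA (pH 7.6), 5 mM MgCl2, 0.01% Tween-20. Coupling enzyme GAPDH (100 nM final) supplies unstable 1,3-BPG in-well.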
BLM inh: qHTS Assay for Inhibitors of Bloom's syndrome helicase (BLM). 350,000 tested, 0.2% active. Potency, µM (titrated, usually from 56.1 µM), for inactives: at the top dose activity change, negative = inhibition, actives largely listed as inhibitors. recombinant BLM DNA unwinding, fluorescence dequenching. RecQ-like DNA helicase BLM (Homo sapiens), P54132;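 also: potency is read from the fitted curve at half-maximal effect; plate controls were vehicle for no effect and no enzyme for full effect; nearly all actives have a fitted effect of over 35% in size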
Pol eta inh: qHTS for Inhibitors of Polymerase Eta; Potency, µM (titrated, usually from 114 µM), for inactives: top-dose activity change, negative = inhibition, hits mostly inhibitors; 390,000 tested, 1.2% active; recombinant Pol eta, fluorescent DNA replication assay; AID 588591, 2011; also: potency is read from the fitted curve at half-maximal effect; % is scaled to controls: 0 for no effect and ±100 for the full control effect
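Pol eta at 10 nM preincubated with compounds 15 min at room temperature; reaction started with fluorescent substrate (50 nM final) and read kinetically at 0 and 10 min.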
RXFP1 antag: qHTS Assay for Antagonists of the Relaxin Receptor RXFP1. Relaxin receptor 1 (Homo sapiens), Q9HBX9. HEK293-RXFP1, relaxin-stimulated cAMP HTRF, 30 min; hits give low values. activity change, negative = inhibition, % at 57.5 µM. 350,000 tested, 0.59% active;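 active = activity change of -60% or lower, but not beyond a set lower limit; inconclusive = change between -60% and -40%, or beyond the set limit; inactive = change above -40%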; also: % is scaled to controls: 0 for no effect and ±100 for the full control effect
APE1 inh: qHTS Assay for Inhibitors of the Human Apurinic/apyrimidinic Endonuclease 1 (APE1); recombinant APE1, TAMRA/BHQ-2 abasic DNA cleavage fluorescence; Potency, µM (highest dose often 65.8 µM), for inactives: at the highest dose activity change, negative = inhibition, hits mostly inhibitors; 350,000 tested, 0.35% active; AID 2517, 2012;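 also: potency is read from the fitted curve at half-maximal effect; plate controls were vehicle for no effect and reference inhibitor for full effect; nearly all actives have a fitted effect of over 55% in size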
Target sequence (P27695 whole entry, looked up): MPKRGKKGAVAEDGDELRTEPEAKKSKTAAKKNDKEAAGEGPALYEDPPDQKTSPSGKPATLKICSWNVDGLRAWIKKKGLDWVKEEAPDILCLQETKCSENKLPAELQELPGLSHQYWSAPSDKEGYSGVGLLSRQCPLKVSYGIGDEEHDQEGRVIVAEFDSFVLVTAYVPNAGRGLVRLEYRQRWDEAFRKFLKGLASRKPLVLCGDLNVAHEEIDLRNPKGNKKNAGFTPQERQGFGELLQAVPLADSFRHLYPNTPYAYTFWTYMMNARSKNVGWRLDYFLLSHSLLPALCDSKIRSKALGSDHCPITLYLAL
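Readout is kinetic fluorescence (ex 525, em 598 nm) from cleavage of 50 nM TAMRA/BHQ-2 THF abasic duplex by 0.75 nM APE1, compound added 15 min beforehand at RT.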
Active calls of the source: *; & = joins results of further samples; [ ] = dose if it differs, or a comment. Unless noted, calls follow the shape of the dose curve; as a rule, active = well fitted curve in the direction sought with a large enough effect; inconclusive = small, poorly fitted or top-dose-only effect, or another doubt; inactive = no such curve, though single readings can be large; an effect the other way counts as inactive or inconclusive. A portion of the library; rates above refer to the full screens.

Screening COc1ccc(CCOC(=O)CNC(=O)c2ccc(Cl)cc2Cl)cc1 returned POLI inh 1.1%, POLB inh -2.0%, POLK inh -18.5%, Apoferritin bind inconclusive, PGK inhibitor 0.9%, BLM inh -0.1%, Pol eta inh -8.6%, RXFP1 antag -4.4 and APE1 inh -16.3%.
Screening NS(=O)(=O)c1ccc(NC(=O)CSC2=NC(=O)C(c3ccccc3)C(=O)N2)cc1 (stereo not given) returned POLI inh -0.2%, POLB inh -12.4%, POLK inh 6.7%, Apoferritin bind -4.9%, PGK inhibitor -5.6%, BLM inh 1.2%, Pol eta inh -12.1%, RXFP1 antag 14.9 and APE1 inh 3.0%.
CC1Cc2nc(SCC(=O)N3CCOCC3)n(-c3ccccc3)c(=O)c2S1 (stereo not given) was read as POLI inh -5.0%, POLB inh -27.2%, POLK inh 8.3%, Apoferritin bind -6.8%, PGK inhibitor -3.6%, BLM inh -1.1%, Pol eta inh -7.7%, RXFP1 antag -3.3 and APE1 inh -3.7%.
Screening CCC(C)NC(=O)CN1C(=O)COc2ccc(S(=O)(=O)N3CCOCC3)cc21 (stereo not given) returned POLI inh 33.6%&32.2%[activator], POLB inh 21.2%&-0.4%, POLK inh -3.1%&-5.5%, Apoferritin bind 6.3%&-5.6%, PGK inhibitor -2.4%, BLM inh -2.0%&0.7%, Pol eta inh -20.7%&-18.1%, RXFP1 antag 4.8 and APE1 inh -7.8%.
Screening CCCOC(=O)CC1C(=O)NCCN1C(=O)OC(C)(C)C (stereo not given) returned POLI inh 41.9%[activator], POLB inh 0.5%, POLK inh -1.4%, Apoferritin bind -11.6%, PGK inhibitor -0.5%, BLM inh 0.3%, Pol eta inh -15.6%, RXFP1 antag -3.6 and APE1 inh 3.9%.
CCn1c(CCNC(=O)c2ccc(C)cc2)nnc1SCc1ccc(Cl)c(Cl)c1 was read as POLI inh -0.9%, POLB inh -1.2%, POLK inh -1.8%, Apoferritin bind -5.6%, PGK inhibitor 1.3%, BLM inh 0.5%, Pol eta inh -14.4%, RXFP1 antag -1.4 and APE1 inh 17.9%.
For CCOC(=O)Cn1nnnc1CN(Cc1ccc(OC)cc1)Cc1cc2cc(CC)ccc2[nH]c1=O the results were POLI inh 0.6%, POLB inh -19.6%, POLK inh -11.5%, Apoferritin bind 33.5%[activator], PGK inhibitor -10.5%, BLM inh 1.7%, Pol eta inh -12.6%, RXFP1 antag -2.0 and APE1 inh -10.9%.
CC(=O)Oc1c(C(=O)c2nnc(C)o2)c(=O)n(C)c2ccccc12 was read as POLI inh -10.1%, POLB inh -0.3%, POLK inh -18.9%, Apoferritin bind 168.6%[activator], PGK inhibitor 0.3%, BLM inh 4.1%, Pol eta inh -10.4%, RXFP1 antag 2.3 and APE1 inh 0.4%.
`Cc1ccc(N/C(N)=N/c2nc(CSc3nnc(C)s3)cc(=O)[nH]2)c(C)c1` gave POLI inh 14.1%, POLB inh 1.0%, POLK inh -2.7%, Apoferritin bind -5.2%, PGK inhibitor -8.8%, BLM inh -2.1%, Pol eta inh -14.6%, RXFP1 antag 1.9 and APE1 inh 4.5%.
Screening CCCNC(=S)NC1CCCC1 returned POLI inh 8.7%, POLB inh 12.0%, POLK inh 2.3%, Apoferritin bind 2.5%, PGK inhibitor -7.9%, BLM inh -0.3%, Pol eta inh -12.5%, RXFP1 antag -2.1 and APE1 inh 2.6%.
`COc1cc(C(=O)NCc2cccnc2)ccc1OCC(=O)Nc1cccc(C(F)(F)F)c1` gave POLI inh -15.0%, POLK inh -19.8%, PGK inhibitor 1.7%, Pol eta inh 12.1%, RXFP1 antag 2.9 and APE1 inh -15.2%.
For CCn1c2ccccc2c2nnc(SCN3C(=O)c4ccccc4C3=O)nc21 the results were POLI inh -14.5%, POLK inh -3.0%, PGK inhibitor 9.3%, Pol eta inh -0.8% and RXFP1 antag -8.9.
Screening CC(NS(=O)(=O)c1ccc(Br)cc1)c1ccccc1 (stereo not given) returned POLI inh -12.3%, POLB inh -8.5%, POLK inh 14.2%, Apoferritin bind inconclusive, PGK inhibitor -1.3%, BLM inh -4.6%, Pol eta inh -19.1%, RXFP1 antag -2.6 and APE1 inh 9.4%.
For CCOc1cc(C(=O)Nc2ccc(C)cc2C)ccc1OCC(=O)N1CCCCC1 the results were POLI inh 166.5%[activator], POLB inh 15.3%, POLK inh -5.0%, Apoferritin bind 2.3%, PGK inhibitor 1.2%, BLM inh 2.6%, Pol eta inh 0.7%, RXFP1 antag -2.6 and APE1 inh -3.2%.
`Cc1cccc(N2C(=O)CC(Sc3nnc(C)s3)C2=O)c1` (stereo not given) gave POLI inh -9.0%, POLB inh 16.7%, POLK inh -2.7%, Apoferritin bind 8.0%, PGK inhibitor -0.9%, BLM inh -13.7%, Pol eta inh -10.0%, RXFP1 antag -3.3 and APE1 inh -9.6%.
COc1cc(OC)c(C(=O)NNC(=S)NC2CCCCC2)cc1OC was read as POLI inh 182.7%[activator], POLB inh 2.6%, POLK inh -5.5%, Apoferritin bind 4.7%, PGK inhibitor inactive, BLM inh 0.6%, Pol eta inh -8.7%, RXFP1 antag 3.8 and APE1 inh 2.4%.
For Cc1nnc2n1N=C(c1ccc3c(c1)NC(=O)CO3)CS2 the results were POLI inh inconclusive, POLB inh 32.3%, POLK inh 5.5%, Apoferritin bind -5.5%, PGK inhibitor -7.8%, BLM inh -9.6%, Pol eta inh 17.8%, RXFP1 antag -3.1 and APE1 inh -5.7%.
`CC(=O)N1c2ccc(S(=O)(=O)NCC3CCC(C(=O)NC4CCCCC4C)CC3)cc2CC1C` (stereo not given) gave POLI inh 54.9%[activator], POLB inh 4.5%, POLK inh 0.7%, Apoferritin bind -20.1%, PGK inhibitor -9.9%, BLM inh -3.5%, Pol eta inh -20.3%, RXFP1 antag 24.4 and APE1 inh 24.5%.
C/C(=N\Nc1ccc(S(N)(=O)=O)cc1[N+](=O)[O-])c1ccccc1O was read as POLI inh 8.6%, POLB inh 2.7%, POLK inh -20.3%, Apoferritin bind -13.2%, PGK inhibitor inactive, BLM inh -4.7%, Pol eta inh inconclusive, RXFP1 antag -12.2 and APE1 inh -1.9%.
CC(=O)N(c1ccccc1)C1CCCC1 was read as POLI inh 15.0%, POLB inh 15.5%, POLK inh 3.2%, Apoferritin bind -7.0%, PGK inhibitor -10.4%, BLM inh -0.5%, Pol eta inh -2.0%, RXFP1 antag -1.6 and APE1 inh 0.2%.
O=C(C1CCCN(S(=O)(=O)c2cccs2)C1)N1CCC(N2CCCCC2)CC1 (stereo not given) was read as POLI inh inconclusive, POLB inh -10.9%, POLK inh -11.1%, Apoferritin bind -6.5%, PGK inhibitor 5.6%, BLM inh 0.7%, Pol eta inh 2.6% and APE1 inh 0.4%.
Screening Cc1ccccc1Oc1ccc2c(c1)[C@@H]1C[C@H](N(C)C(=O)Nc3cc(Cl)cc(Cl)c3)[C@H]([C@H](C)O)C(=O)N1CC2 returned POLI inh 5.4%, POLK inh -17.0%, PGK inhibitor 5.7% and Pol eta inh -15.1%.
O=C(COc1ccc2c(c1)CCC2)N1CCc2ccccc21 was read as POLI inh 11.5%, POLB inh 0.2%, POLK inh -15.5%, Apoferritin bind inconclusive, PGK inhibitor 0.9%, BLM inh -4.6%, Pol eta inh 1.7%, RXFP1 antag -14.3 and APE1 inh 0.4%.
For O=C(CC1N=C2c3ccccc3N=C(SCC(=O)Nc3ccc(F)cc3)N2C1=O)NCc1ccco1 (stereo not given) the results were POLI inh 18.0%, POLB inh 0.2%, POLK inh -0.6%[60.1 µM], Apoferritin bind 0.5%, PGK inhibitor -1.4%, BLM inh 4.4%, Pol eta inh -8.3% and RXFP1 antag -33.3.
COCCNC(=O)CNC(=O)c1nn(-c2ccc(OC)c(Cl)c2)c(=O)c2ccccc12 was read as POLI inh 12.5%, POLB inh 36.8%, POLK inh -4.1%, Apoferritin bind -13.4%, PGK inhibitor 3.9%, BLM inh 0.8%, Pol eta inh -11.3%, RXFP1 antag -4.6 and APE1 inh 9.1%.
Screening COc1cccc(C(=O)O/N=C(\N)Cc2ccc(Cl)cc2)c1 returned POLI inh 11.6%, POLB inh 1.3%, POLK inh -1.7%, Apoferritin bind -14.6%, PGK inhibitor inactive, BLM inh 0.8%, Pol eta inh -4.4% and APE1 inh -0.9%.
Screening CC1(C)Cc2c(sc(NC(=O)C(=O)N3CCCCC3)c2C(=O)O)CO1 returned POLI inh -14.9%, POLB inh 0.1%, POLK inh -9.5%, Apoferritin bind 30.1%[activator], PGK inhibitor inactive, BLM inh 0.4%, Pol eta inh -3.8%, RXFP1 antag -3.9 and APE1 inh -6.0%.
CC1CC(C)CN(C(=O)CCCn2c(=O)c3cccn3c3cccnc32)C1 (stereo not given) was read as POLI inh -10.2%, POLB inh 68.4%, POLK inh 10.3%, Apoferritin bind -13.4%, PGK inhibitor -2.2%, BLM inh 1.4%, Pol eta inh 2.1%, RXFP1 antag 1.6 and APE1 inh 36.2%.

Retrieved by structure from the entries so far:
COCCNC(=O)CNC(=O)c1nn(-c2ccc(OC)c(Cl)c2)c(=O)c2ccccc12 was read as POLI inh 12.5%, POLB inh 36.8%, POLK inh -4.1%, Apoferritin bind -13.4%, PGK inhibitor 3.9%, BLM inh 0.8%, Pol eta inh -11.3%, RXFP1 antag -4.6 and APE1 inh 9.1%.
O=C(C1CCCN(S(=O)(=O)c2cccs2)C1)N1CCC(N2CCCCC2)CC1 (stereo not given) was read as POLI inh inconclusive, POLB inh -10.9%, POLK inh -11.1%, Apoferritin bind -6.5%, PGK inhibitor 5.6%, BLM inh 0.7%, Pol eta inh 2.6% and APE1 inh 0.4%.
